Bioassay records: PubChem, Broad Institute
ERAP1 inh = human ERAP1 aminopeptidase inhibitors, primary screen, biochemical, single point, plate reader; Endoplasmic reticulum aminopeptidase 1 (Homo sapiens), Q9NZ08; recombinant ERAP1, Leu-AMC fluorescence, 60 min; inhibition, % at 10.7 µM; 340,000 compounds, 0.15% hits;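 active = mean replicate inhibition of at least 30%, or all replicates individually reaching that 30% level; inactive = mean below 30% and not every replicate reaching it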;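 note: 0% = neutral control wells and 100% = L-leucinethiol positive control wells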
SIRT5 block = SIRT5 desuccinylase inhibitors, primary screen, biochemical, fluorescence imaging, single point, set 5 | NAD-dependent protein deacylase sirtuin-5, mitochondrial (Homo sapiens), Q9NXA8 | Purified SirT5, succinyl-peptide AMC, trypsin-coupled fluorescence | inhibition, % at 15 µM | 330,000 compounds, 1.1% hits | AID 652115, 2013; in the data active = inhibition above about 15%; inconclusive = no clear call, values can overlap the other calls
Target sequence (Q9NXA8 whole entry, looked up): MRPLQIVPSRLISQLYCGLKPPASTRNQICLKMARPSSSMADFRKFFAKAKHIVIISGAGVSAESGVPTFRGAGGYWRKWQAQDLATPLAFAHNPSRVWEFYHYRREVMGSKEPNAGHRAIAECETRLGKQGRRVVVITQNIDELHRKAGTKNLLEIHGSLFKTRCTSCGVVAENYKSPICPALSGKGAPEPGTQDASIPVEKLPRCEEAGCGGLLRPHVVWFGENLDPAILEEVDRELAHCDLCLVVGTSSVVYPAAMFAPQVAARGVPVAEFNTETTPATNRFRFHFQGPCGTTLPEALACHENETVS
ERp5 inh = inhibitors of ERp5-driven insulin aggregation, primary screen, biochemical, turbidity, absorbance 650 nm, single point; Protein disulfide-isomerase A6 (Homo sapiens), Q15084; 90 min; inhibition, % at 9.99 µM; 350,000 compounds, 0.05% hits;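 active = mean replicate inhibition above about 25%, with every replicate also reaching it, limit read from the data, passing the limit was not always enough; inconclusive = only one of those two criteria met; inactive = neither criterion met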
Target sequence (Q15084 whole entry, looked up): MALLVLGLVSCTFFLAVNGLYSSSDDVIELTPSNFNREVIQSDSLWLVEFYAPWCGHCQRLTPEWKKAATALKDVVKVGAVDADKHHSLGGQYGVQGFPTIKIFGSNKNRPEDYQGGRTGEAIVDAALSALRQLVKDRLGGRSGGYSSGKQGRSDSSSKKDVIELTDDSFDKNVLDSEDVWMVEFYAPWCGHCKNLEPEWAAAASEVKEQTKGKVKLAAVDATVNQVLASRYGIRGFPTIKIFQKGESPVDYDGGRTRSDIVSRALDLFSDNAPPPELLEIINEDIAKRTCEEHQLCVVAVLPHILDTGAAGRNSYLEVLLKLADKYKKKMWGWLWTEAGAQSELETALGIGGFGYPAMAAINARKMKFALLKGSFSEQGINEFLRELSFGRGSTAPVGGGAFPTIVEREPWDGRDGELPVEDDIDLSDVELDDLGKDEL
CASP6 VEID inh = human caspase-6 inhibitors, primary screen, biochemical, VEID-R110 fluorescence, single point, set 2; P55212; purified caspase-6, Z-VEID-R110 cleavage fluorescence; inhibition, % at 12.5 µM; 350,000 compounds, 0.53% hits;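 active = mean inhibition across replicates at least about 35%, with every replicate also reaching that limit, limit read from the data; inconclusive = only one of the two criteria met; inactive = neither criterion met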;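 note: 0% = median of neutral control wells and 100% = no fluorescence left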
Target sequence (P55212 24-179 limits assumed): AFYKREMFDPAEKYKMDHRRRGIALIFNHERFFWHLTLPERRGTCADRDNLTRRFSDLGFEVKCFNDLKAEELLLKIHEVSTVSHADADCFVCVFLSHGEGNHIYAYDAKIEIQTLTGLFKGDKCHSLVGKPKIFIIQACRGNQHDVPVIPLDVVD
Target sequence (P55212 194-293 limits assumed): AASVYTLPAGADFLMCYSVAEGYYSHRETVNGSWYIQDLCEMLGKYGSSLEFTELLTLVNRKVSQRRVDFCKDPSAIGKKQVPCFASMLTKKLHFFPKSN
DENV2 CPE = inhibitors of DENV2 cytopathic effect, primary screen, cell-based, plate reader, single concentration; AID 651640, 2012; DENV2-infected cells, cytopathic effect rescue; 350,000 compounds, 1.7% hits; CPE inhibition, % at 9.99 µM; in the data active = CPE inhibition above about 20%, passing the limit was not always enough; inconclusive = no clear call, values can overlap the other calls; tested in BHK-21 cells;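 note: 0% = median of neutral control wells and 100% = median of positive control wells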
miR-122 sensor = miR-122 Renilla sensor signal increase in Huh7, primary screen, miR-122 inhibitor project, cell-based, single point, plate reader; Huh7 miR-122 Renilla luciferase sensor, 48 h; neutral wells = 0, positive control = 100; activation (reporter increase), % at 12.5 µM; 340,000 compounds, 0.3% hits;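 active = mean replicate activation score at least 90 and every replicate individually at or above 90; inconclusive = only one of the two criteria met; inactive = neither criterion met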;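 note: higher luciferase means less miR-122 activity so hits act as miR-122 inhibitors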
CFTR F508del cor = F508del CFTR correction, initial screen, CFBE line, single point | CFBE cells, YFP halide quenching; stimulated with forskolin plus potentiator P3; % fluorescence drop versus neutral controls | activity (quench increase), % at 7.58 µM | 350,000 compounds, 0.36% hits;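 active = mean added fluorescence quench of at least 8% versus neutral control, with both replicates also reaching 8%; inconclusive = only one of the mean or replicate conditions met; inactive = mean below 8% and not both replicates reaching 8%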;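 note: cells transiently co-express mutant CFTR-F508del with the halide-sensitive YFP; corrector assay measuring rescue of mutant channel to the surface after 24 h compound exposure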
* = called active by the depositor; u = inconclusive; x = no result given; & = joins results of further samples; [ ] = remark or other dose.

SMILES	ERAP1 inh	SIRT5 block	ERp5 inh	CASP6 VEID inh	DENV2 CPE	miR-122 sensor	CFTR F508del cor
COCCN1C(=O)CSCC1(C)C(=O)Nc1c(C)cccc1C (stereo not given)	x	3	-2	7	1	x	0.6
C[C@@H]1CN([C@@H](C)CO)C(=O)c2cc(NC(=O)Nc3cccc4ccccc34)ccc2O[C@@H](C)CCCCO[C@@H]1CN(C)Cc1ccccc1	0	3	-5	0	-2	-2[16.7 µM]	-1.9
Cc1ccc(C(=O)O)cc1NC(=O)C1CCCN1S(=O)(=O)c1cccc2nsnc12 (stereo not given)	-9	-1	4	6	17	-3	-1.4
CC(C)N(C(C)C)S(=O)(=O)c1ccc(NN)nc1	-2	0	2	-5	-4	-4	1.1
CC(=O)CCC(=O)OCC(=O)Nc1ccc(SC(F)F)cc1	4	-5	-12	-2	0	-2	-2.0
C[C@@H]1CN([C@H](C)CO)C(=O)CCCn2nncc2CO[C@H]1CN(C)S(=O)(=O)c1ccccc1	-6&-1&1	-4&-14&-7	3&-5&7	15&0&1	-2&4&-5	-7	0.2&2.9&-0.3
N#C[C@@H]1[C@@H](c2ccccc2-c2ccc(F)cc2)[C@H](CO)N1C(=O)Cc1ccccc1	0	4	-3	-2	4	x	-0.2
C[C@H](CO)N1C[C@H](C)[C@H](CN(C)S(C)(=O)=O)Oc2ccc(NC(=O)NC3CCCCC3)cc2C1=O	1	1	2	3	x	2[16.7 µM]	2.3
CO[C@H]1CN(C)C(=O)c2ccc(NC(=O)c3ccc4c(c3)OCO4)cc2OC[C@@H](C)N(CCC(F)(F)F)C[C@H]1C	-3	2	2	2	-2	x	0.7
CC1CC(C)CN(S(=O)(=O)CCNC(=O)c2ccc3c(c2)OCO3)C1 (stereo not given)	0	-1	-1	0	6	x	-2.2
CC(=O)c1cccc(N(C(=O)CNC(=O)c2cccs2)C(C(=O)NCC2CCCO2)c2ccccc2)c1 (stereo not given)	1	0	4	-2	7	-1	6.7
Nc1[nH]c(C(=O)c2ccccc2)c(-c2ccc(Cl)cc2)c1C(=O)NCCc1c[nH]c2ccccc12	-2	0	2	-1	-6	x	1.9
CCOc1ccc(C2C(C(=O)OC)=CN(C(C)c3ccccc3)C=C2C(=O)OC)cc1 (stereo not given)	9	-9	0	1	-3	x	-3.9
CCCC1NC(=O)NC(C)=C1C(=O)OCC (stereo not given)	-7	-5	-7	-1	x	4	x
CCCOc1ccc(/C(O)=C2/C(=O)C(=O)N(CCCn3ccnc3)C2c2cccnc2)cc1 (stereo not given)	2	3	0	-3	1	-9	-2.0

The closing two records of the section above open the next one:
SMILES	ERAP1 inh	SIRT5 block	ERp5 inh	CASP6 VEID inh	DENV2 CPE	miR-122 sensor	CFTR F508del cor
CCCC1NC(=O)NC(C)=C1C(=O)OCC (stereo not given)	-7	-5	-7	-1	x	4	x
CCCOc1ccc(/C(O)=C2/C(=O)C(=O)N(CCCn3ccnc3)C2c2cccnc2)cc1 (stereo not given)	2	3	0	-3	1	-9	-2.0
COC(=O)CC#C[C@H](C)[C@@H](NS(=O)(=O)c1ccc(C)cc1)C1CCCCC1	0	x	2	-4	-11	x	-2.0
C[C@H](CO)N1C[C@H](C)[C@H](CN(C)C)Oc2ccc(NC(=O)CCCCCC(=O)Nc3ccccc3N)cc2CC1=O	-1	1	-1	-1	3	-2[16.7 µM]	1.2
CCNC(=O)C[C@@H]1CC[C@@H]2[C@H](COC[C@@H](O)CN2C(=O)Nc2ccc(Cl)c(Cl)c2)O1	0	1	-1	-1	3	-3[16.7 µM]	-0.3
COCC(=O)N(C[C@H]1N[C@H](CO)[C@H]1c1ccc(-c2cccnc2)cc1)C(C)C	0	0	-4	1	x	12[16.7 µM]	-0.2
O=C(CN1CCOCC1)N[C@H]1CC[C@H](CCNS(=O)(=O)c2ccccc2F)O[C@H]1CO	-1	-1	0	0	5	-6[16.7 µM]	1.6
CN(C)S(=O)(=O)c1ccc(N2CCCC2)c(C(=O)Nc2ccccc2F)c1	4	-4	2	5	-5	1	-1.1
Cn1cc(CCCC(=O)NCc2ccccc2)c2ccccc21	0	-2	6	-2	5	9	-0.7
O=S(=O)(Nc1ncnc2sc3c(c12)CCC3)c1cc(F)ccc1F	1	-4	3	2	-9	0	-1.3
O=C(Nc1ccc(Br)cc1)Nc1cnccn1	0	-7	2	1	1	10	0.8
CCc1nc2oc3ccc(C)cc3c(=O)c2cc1C(=O)OC	0	-3	-4	-1	-2	-1	-0.1
CCCCOC(=O)Nc1ccc(N(C)C)cc1	1	1	2	0	3	x	x
COc1cccc(NS(=O)(=O)c2cn(C)c(=O)n(C)c2=O)c1	-8	-5	-2	0	-9	x	-2.2
Cc1nn(C(C)C(=O)NCCCN2CCCCCC2)c(=O)c2c1sc1ccccc12 (stereo not given)	2	-3	-4	-117	-1	0	-2.1
C[C@@H]1CN([C@@H](C)CO)C(=O)Cc2cc(NC(=O)Cc3ccccc3)ccc2O[C@H]1CN(C)CC1CC1	x	-8	0	x	-8	2[16.7 µM]	-1.5
C/C=C/c1ccc2c(c1)O[C@H](CN(C)C(=O)NCCC)[C@@H](C)CN([C@H](C)CO)S2(=O)=O	4	0	-2	-2	-4	23[16.7 µM]	-1.1

Another view of part of the listing above:
> Cn1cc(CCCC(=O)NCc2ccccc2)c2ccccc21
- ERAP1 inh = 0
- SIRT5 block = -2
- ERp5 inh = 6
- CASP6 VEID inh = -2
- DENV2 CPE = 5
- miR-122 sensor = 9
- CFTR F508del cor = -0.7
> O=S(=O)(Nc1ncnc2sc3c(c12)CCC3)c1cc(F)ccc1F
- ERAP1 inh = 1
- SIRT5 block = -4
- ERp5 inh = 3
- CASP6 VEID inh = 2
- DENV2 CPE = -9
- miR-122 sensor = 0
- CFTR F508del cor = -1.3

Additional records follow.
SMILES	ERAP1 inh	SIRT5 block	ERp5 inh	CASP6 VEID inh	DENV2 CPE	miR-122 sensor	CFTR F508del cor
COc1ccc2c3c(n(C)c2c1)[C@@H](CO)N(C(=O)C1CC1)CC31CN(C(=O)C2CCOCC2)C1	2	2	-7	-1	-13	x	1.3
CCN1CCN(C(=O)c2ccc3c(c2)N(Cc2ccccc2F)C(=O)c2ccccc2S3(=O)=O)CC1	0	-3	9	12	-2	5	-1.0
C[C@H]1CCC/C=C/[C@@H]2C[C@H](O)C[C@H]2[C@H](O)[C@H](S(=O)c2ccc(O)cc2)CC(=O)O1 (stereo not given in full)	67*	-4	-17	3	-32	-6	-31
Cc1cc(C)c(NC(=O)CS(=O)CC(=O)NCCCc2ccccc2)c(C)c1 (stereo not given)	1	15	-3	4	x	x	-0.4
N#C[C@H]1N[C@H](CO)[C@@H]1c1ccc(C2=CCCC2)cc1	-2	-8	0	1	2	x	1.3
C[C@@H]1CN([C@@H](C)CO)C(=O)c2cc(C#Cc3ccc(F)cc3)cnc2O[C@H]1CN(C)Cc1ccccn1	1	3	9	-2	1	-27[16.7 µM]	1.2
Cc1ccc(-c2cc(C(=O)Nc3ccccn3)c3ccccc3n2)o1	3	0	-3	3	x	-2	0.7
O=C(Nc1ccc(F)cc1)c1cccnc1N1CCCCC1	1	-7	3	-1	x	15	-1.5
C[C@H]1CN([C@@H](C)CO)C(=O)c2cc(C#CC3CCCCC3)cnc2O[C@@H]1CN(C)C(=O)Nc1ccccc1	x	15*	-3	x	-5	x	4.0
COc1cc(CCC(=O)OCC(=O)NC(=O)c2ccc(Cl)cc2)cc(OC)c1OC	3	-2	3	2	-1	7	-1.2
O=C(C[C@H]1CC[C@H]2[C@@H](COC[C@@H](O)CN2C(=O)c2ccc3c(c2)OCO3)O1)NCCN1CCCCC1	-1	2	-4	-2	2	-3[16.7 µM]	0.1
C[C@@H]1CN([C@@H](C)CO)C(=O)Cc2cc(NC(=O)CCC(F)(F)F)ccc2O[C@@H]1CN(C)Cc1ccc(C(F)(F)F)cc1	-1	-1	-1	3	-4	-5[16.7 µM]	-0.6
COc1ccc(-c2cnc3c(c2)C(=O)N([C@@H](C)CO)C[C@@H](C)[C@@H](CN(C)C(=O)C2CCC2)O3)cc1	2	-3	4	2	6	-1[16.7 µM]	0.4
O=C(Nc1ccc(Br)cc1)N1CCCCCC1	0	2	3	-2	-4	-4	-2.8
Cc1ccc(-c2ccccc2[C@H]2[C@@H](C#N)N(c3ncc(-c4ccccc4)s3)[C@H]2CO)cc1	-2	11	-3	-1	-4	x	1.5

Reprinted from the part before: 5 compounds, then new ones.
SMILES	ERAP1 inh	SIRT5 block	ERp5 inh	CASP6 VEID inh	DENV2 CPE	miR-122 sensor	CFTR F508del cor
O=C(C[C@H]1CC[C@H]2[C@@H](COC[C@@H](O)CN2C(=O)c2ccc3c(c2)OCO3)O1)NCCN1CCCCC1	-1	2	-4	-2	2	-3[16.7 µM]	0.1
C[C@@H]1CN([C@@H](C)CO)C(=O)Cc2cc(NC(=O)CCC(F)(F)F)ccc2O[C@@H]1CN(C)Cc1ccc(C(F)(F)F)cc1	-1	-1	-1	3	-4	-5[16.7 µM]	-0.6
COc1ccc(-c2cnc3c(c2)C(=O)N([C@@H](C)CO)C[C@@H](C)[C@@H](CN(C)C(=O)C2CCC2)O3)cc1	2	-3	4	2	6	-1[16.7 µM]	0.4
O=C(Nc1ccc(Br)cc1)N1CCCCCC1	0	2	3	-2	-4	-4	-2.8
Cc1ccc(-c2ccccc2[C@H]2[C@@H](C#N)N(c3ncc(-c4ccccc4)s3)[C@H]2CO)cc1	-2	11	-3	-1	-4	x	1.5
Cc1ccccc1C(=O)N=c1ccn(-c2nc3ccccc3nc2NS(=O)(=O)c2ccc(F)cc2)cc1	-3	-3	1	0	2	1	0.2
C[C@H]1CN([C@@H](C)CO)C(=O)c2cc(NC(=O)Nc3cccc4ccccc34)ccc2O[C@H]1CN(C)C(=O)Nc1ccc(C(F)(F)F)cc1	-2	0	0	-3	-6	-19[16.7 µM]	0.2
CCc1ccc(NC(=S)NC(=O)c2c(-c3ccccc3Cl)noc2C)cc1	-5	-3	-1	-2	3	x	-1.3
Cc1ccc(NC(=O)CCCSc2nc3ccccc3[nH]2)cc1	1	-3	-1	-3	-4	x	-3.2
Fc1ccc(-c2nc3c(Cl)cc(C(F)(F)F)cn3c2Cc2cccc(F)c2)cc1	1	-4	7	3	4	1	3.4
CCOc1ccc(N2C(=O)CC(Sc3nc(CC(C)C)ccc3C#N)C2=O)cc1 (stereo not given)	5	1	5	4	1	x	-1.3
Cc1ccc(C(=O)NCC(=O)OCC(=O)N2CC(C)OC(C)C2)cc1 (stereo not given)	1	3	-5	-3	0	x	1.6
O=C(CSCc1c(F)cccc1Cl)NCCc1ccccc1	-3	-1	-5	-1	-2	2	1.4
C[C@H]1CN([C@@H](C)CO)C(=O)c2cc(NC(=O)Nc3ccc(C(F)(F)F)cc3)ccc2O[C@H]1CN(C)S(=O)(=O)c1ccc(Cl)cc1	0	23*	4	-1	-3	-10[16.7 µM]	2.9
CC1(C(=O)NS(=O)(=O)c2ccccc2)CCN1C(=O)Cc1cccs1 (stereo not given)	-1	2	-2	0	u	6	-5.8
Cc1sc2nc(SC3CCOC3=O)n(Cc3ccccc3)c(=O)c2c1C (stereo not given)	-2	0	-5	1	2	x	x
